Apoferritin bind: binds horse apoferritin like a general anesthetic | P02791 | apoferritin/1-aminoanthracene competitive binding, fluorescence | Potency, µM (series often up to 77.5 µM), inactives show at the top dose activity change, negative = displacement, hits mostly inhibitors | actives 0.074% (n = 350,000); further: on the % scale 0 is the no-effect control and ±100 the full control effect; nearly all actives have a fitted effect of over 20% in size
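Probe: 1-aminoanthracene (50% saturated, PBS). Protein: horse-spleen apoferritin, 10 uM. Incubation: 10 min, room temperature. Detection: 380 nm excitation, 535 nm emission. Analysis: normalized response, four-parameter Hill.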
BLM inh: inhibitors of human Bloom syndrome helicase BLM; P54132; Potency, µM (series often up to 56.1 µM), inactives show top-dose activity change, negative = inhibition, actives largely listed as inhibitors; recombinant BLM DNA unwinding, fluorescence dequenching; AID 2528; actives 0.2% (n = 350,000);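 further: plate controls were vehicle for no effect and no enzyme for full effect; nearly all actives have a fitted effect of over 35% in size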
Pol eta inh: inhibitors of human DNA polymerase eta; AID 588591; Q9Y253; recombinant Pol eta, fluorescent DNA replication assay; Potency, µM (titrated, usually from 114 µM), for the others: top-dose activity change, negative = inhibition, actives largely listed as inhibitors; actives 1.2% (n = 390,000); further: on the % scale 0 is the no-effect control and ±100 the full control effect
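Fluorescent replication assay: 50 nM final substrate added after a 15 min room-temperature compound preincubation with 10 nM enzyme. Signal taken at 0 min and again at 10 min.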
POLK inh: blocks human DNA polymerase kappa activity; actives 0.53% (n = 400,000); AID 588579; Q9UBT6; Potency, µM (series often up to 107 µM), for the others: at the top dose activity, negative = inhibition, hits mostly inhibitors; purified Pol kappa, fluorescent DNA synthesis assay, 10 min; further: on the % scale 0 is the no-effect control and ±100 the full control effect
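Inhibition of 10 nM Pol kappa is measured by a fluorescent read-out at 0 and 10 min following addition of 50 nM substrate (final), with a 15-min room-temperature compound preincubation.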
POLI inh: inhibitors of human DNA polymerase iota; Q9UNA4; Pol iota fluorescent replication assay, 10 min; Potency, µM (titrated, usually from 115 µM), inactives show at the top dose activity, negative = inhibition, usual class: inhibitors; actives 1% (n = 390,000); AID 588590
Target sequence (Q9UNA4 whole entry, looked up): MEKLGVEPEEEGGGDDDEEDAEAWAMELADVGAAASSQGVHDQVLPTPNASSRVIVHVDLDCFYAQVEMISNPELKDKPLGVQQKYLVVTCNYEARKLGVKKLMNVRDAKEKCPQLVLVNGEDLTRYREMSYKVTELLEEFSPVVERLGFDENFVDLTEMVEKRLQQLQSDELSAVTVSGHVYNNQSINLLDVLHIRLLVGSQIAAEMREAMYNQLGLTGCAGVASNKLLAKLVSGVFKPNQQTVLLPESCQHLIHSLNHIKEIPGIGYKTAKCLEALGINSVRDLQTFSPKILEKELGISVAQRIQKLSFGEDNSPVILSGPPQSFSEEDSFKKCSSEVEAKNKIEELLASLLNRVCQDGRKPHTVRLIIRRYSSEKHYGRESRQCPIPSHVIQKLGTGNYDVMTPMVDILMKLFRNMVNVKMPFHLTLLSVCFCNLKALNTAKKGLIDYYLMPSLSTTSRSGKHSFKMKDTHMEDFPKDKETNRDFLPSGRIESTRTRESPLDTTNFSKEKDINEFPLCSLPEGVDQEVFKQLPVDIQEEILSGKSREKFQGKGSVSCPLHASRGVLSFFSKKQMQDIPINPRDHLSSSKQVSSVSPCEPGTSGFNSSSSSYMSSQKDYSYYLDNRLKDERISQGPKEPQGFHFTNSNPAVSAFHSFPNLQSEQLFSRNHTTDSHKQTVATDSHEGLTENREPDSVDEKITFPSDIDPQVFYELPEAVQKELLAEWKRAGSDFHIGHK
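Pol iota at 10 nM preincubated 15 min with compounds at room temperature; reaction started with fluorescent substrate, 50 nM final. Fluorescence read kinetically at 0 and 10 min; buffer-only wells as negative control.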
Pol beta inh: blocks human DNA polymerase beta activity; Pol beta primer extension/strand displacement, fluorescence kinetic; Potency, µM (doses to about 114 µM), for the others: at the top dose activity change, negative = inhibition, hits mostly inhibitors; actives 1.3% (n = 340,000); AID 485314; further: on the % scale 0 is the no-effect control and ±100 the full control effect
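10 nM enzyme + cpd, 15 min RT; start with substrate 50 nM final; read 0 min and after 10 min RT. Corrected, normalized data; 4-parameter Hill curve fit.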
G9a block: inhibitors of human histone lysine methyltransferase G9a. Q96KQ7. G9a H3K9 monomethylation, AlphaScreen, 2 h. Potency, µM (titrated, usually from 102 µM), for the others: top-dose activity, negative = inhibition, actives largely listed as inhibitors. actives 8.8% (n = 350,000); further: on the % scale 0 is the no-effect control and ±100 the full control effect; nearly all actives have a fitted effect of over 75% in size
Target sequence (Q96KQ7 913-1193 limits assumed): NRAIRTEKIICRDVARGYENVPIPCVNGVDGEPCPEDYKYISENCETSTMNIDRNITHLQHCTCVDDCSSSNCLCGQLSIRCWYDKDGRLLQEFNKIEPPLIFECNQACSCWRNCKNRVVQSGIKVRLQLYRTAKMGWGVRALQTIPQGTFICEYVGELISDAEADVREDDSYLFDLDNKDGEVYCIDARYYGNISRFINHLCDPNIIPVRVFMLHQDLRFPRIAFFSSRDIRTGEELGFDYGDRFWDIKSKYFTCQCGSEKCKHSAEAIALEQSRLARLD
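Compounds were preincubated with 20 nM G9a for 15 min, after which biotinylated H3K9 peptide (500 nM) and SAM (20 uM) started a 2 h room-temperature reaction. Monomethylated product was quantified by antibody-based AlphaScreen chemiluminescence.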
APE1 inh: blocks human APE1 abasic DNA cleavage | actives 0.35% (n = 350,000) | AID 2517 | recombinant APE1, TAMRA/BHQ-2 abasic DNA cleavage fluorescence | Potency, µM (series often up to 65.8 µM), for the others: at the highest dose activity change, negative = inhibition, hits mostly inhibitors;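 further: plate controls were vehicle for no effect and reference inhibitor for full effect; nearly all actives have a fitted effect of over 55% in size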
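Quantitative HTS: incision of a TAMRA/BHQ-2 double-stranded substrate bearing a tetrahydrofuran abasic site by 0.75 nM APE1 raises fluorescence. Substrate 50 nM final, added after 15 min compound preincubation at room temperature; progress as third-minus-first kinetic read difference.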
BAZ2B inh: inhibitors of human BAZ2B bromodomain | actives 4.4% (n = 360,000) | Potency, µM (titrated, usually from 114 µM), for inactives: at the highest dose activity change, negative = inhibition, most hits filed as inhibitors | AlphaScreen BAZ2B-H3K14Ac peptide displacement | Q9UIF8; further: on the % scale 0 is the no-effect control and ±100 the full control effect; nearly all actives have a fitted effect of over 60% in size
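Compounds, titrated to a top concentration of 110 uM, were incubated 30 min at room temperature with preformed BAZ2B/acetyl-K14 H3 peptide complex (50 nM each). Proximity signal was measured by AlphaScreen after 20 min with beads.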
Starred values were filed as active, the others as inactive; [ ] = another dose, or the depositor's remark. The call rests on the fitted dose curve; in most records, active means well fitted curve in the direction sought with a large enough effect; inconclusive means small, poorly fitted or top-dose-only effect, or another doubt; inactive means no such curve, though single readings can be large; an effect the other way counts as inactive or inconclusive. Potency means the concentration at half of the fitted maximal effect. Some of the compounds tested; the hit share may differ from the screen's.

Results for CCn1ncc(Br)c1C(=O)NC(C)c1ccccc1 (stereo unspecified) ?
Apoferritin bind: -6.0%; BLM inh: -4.0%; Pol eta inh: -0.2%; POLK inh: -11.4%; POLI inh: 11.1%; Pol beta inh: -0.4%; G9a block: 12.7%[59 µM]; APE1 inh: -1.7%; BAZ2B inh: 2.9%

How did COc1ccc(CCN(Cc2ccccn2)C(=S)Nc2cccc(C)c2)cc1OC do in these assays?
Apoferritin bind: -14.6%; BLM inh: -5.0%; Pol eta inh: -4.3%; POLK inh: -1.4%; POLI inh: 67.9%[activator]; Pol beta inh: 2.5%; G9a block: 7.2%; APE1 inh: -0.4%; BAZ2B inh: -25.6%

How did COc1ccc(CCNC(=O)Nc2cc(F)c(F)cc2Cl)cc1OC do in these assays?
Apoferritin bind: -7.6%; BLM inh: -1.4%; Pol eta inh: -2.6%; POLK inh: 3.3%; POLI inh: -6.7%; Pol beta inh: 1.2%; G9a block: 6.8%; APE1 inh: 25.7%; BAZ2B inh: -14.4%

How did CC(Nc1ccc(Br)cc1)C(=O)N/N=C/c1ccccc1OCc1ccccc1 (stereo unspecified) do in these assays?
Apoferritin bind: -19.0%; BLM inh: -10.6%; Pol eta inh: -16.7%; POLK inh: 3.5%; POLI inh: -11.8%; Pol beta inh: -3.0%; G9a block: 22.2%[12.7 µM]; APE1 inh: -5.8%; BAZ2B inh: -30.8%

What do the screens show for `O=C(CSc1nnc2ccccn12)Nc1ccccc1Cl`?
Pol eta inh: -7.2%; POLK inh: -17.4%; POLI inh: 15.6%; APE1 inh: 33.9%

How did CC(=O)Nc1ccc(S(=O)(=O)NCCSCc2ccc(Cl)cc2Cl)cc1 do in these assays?
Apoferritin bind: -1.9%; BLM inh: -6.0%; Pol eta inh: -14.1%; POLK inh: -19.6%; POLI inh: 19.7%; Pol beta inh: -18.4%; G9a block: 3.7%[12.7 µM]; APE1 inh: -6.7%; BAZ2B inh: -21.6%

What do the screens show for `Cc1ccc(C(=O)CCC(=O)NC2CCCC(C)C2C)cc1` (stereo unspecified)?
Apoferritin bind: inconclusive; BLM inh: -2.1%; Pol eta inh: -25.2%; POLK inh: -6.2%; POLI inh: 15.8%; Pol beta inh: 40.5%[activator]; G9a block: 51.7%[activator]; APE1 inh: -9.3%; BAZ2B inh: 4.3%

How did COC(=O)c1[nH]c2c(c1C)C(=O)CC(c1ccc(OC)c(OC)c1)C2 (stereo unspecified) do in these assays?
Apoferritin bind: 0.9%; BLM inh: -10.3%; Pol eta inh: inconclusive; POLK inh: -19.2%; POLI inh: 11.5%; Pol beta inh: inconclusive; G9a block: 6.2%; APE1 inh: 48.6%; BAZ2B inh: -19.0%

What do the screens show for `CC1(C)CC(=O)C2=C(C1)OC(N)=C(C#N)C2Cc1ccccc1` (stereo unspecified)?
Apoferritin bind: 8.2%; BLM inh: 0.5%; Pol eta inh: -2.5%; POLK inh: -9.5%; POLI inh: 7.4%; Pol beta inh: inconclusive; G9a block: inconclusive; APE1 inh: -1.0%; BAZ2B inh: 10.9%

Results for COC(=O)[C@H](CC(C)C)NCc1cccc(CN[C@@H](CC(C)C)C(=O)OC)c1 ?
Apoferritin bind: 1.6%; BLM inh: -5.6%; Pol eta inh: -23.1%; POLK inh: 1.1%; POLI inh: 11.4%; Pol beta inh: 2.1%; G9a block: -1.0%; APE1 inh: 32.5%; BAZ2B inh: 3.7%

Results for O=C(Cc1ccccc1)NC(NC(=S)Nc1cc(Cl)ccc1Cl)C(Cl)(Cl)Cl (stereo unspecified) ?
Apoferritin bind: -7.2%; BLM inh: -2.8%; Pol eta inh: -4.6%; POLK inh: -7.9%; POLI inh: 23.0%; Pol beta inh: 36.3%; APE1 inh: 11.9%; BAZ2B inh: -12.3%

What do the screens show for `Cc1cccc(N(CC(=O)NC2CCCC2)C(=O)CCC(=O)Nc2cc(C)on2)c1`?
Apoferritin bind: 4.4%; BLM inh: 3.1%; Pol eta inh: -16.0%; POLK inh: -5.8%; POLI inh: 92.4%[activator]; Pol beta inh: 17.5%; G9a block: -1.0%[59 µM]; APE1 inh: 15.4%[12.4 µM]; BAZ2B inh: 0.3%

How did Cc1cc(CNC(=O)c2ccc3oc(C(C)C)nc3c2)nn1C do in these assays?
Apoferritin bind: 2.7%; BLM inh: -0.7%; Pol eta inh: -3.1%; POLK inh: -16.0%; POLI inh: 22.9%; Pol beta inh: 3.2%; G9a block: -2.2%; APE1 inh: 14.3%; BAZ2B inh: -4.7%[57.1 µM]

How did CC12CC3CC(C)(C1)CC(C(O)CN1CCOCC1)(C3)C2 (stereo unspecified) do in these assays?
Apoferritin bind: -2.0%; BLM inh: -2.7%; Pol eta inh: -2.2%; POLK inh: -10.0%; POLI inh: -8.9%; Pol beta inh: 0.6%; APE1 inh: 5.9%; BAZ2B inh: -28.7%

Results for COC(=O)c1c(C)[nH]c(C(=O)COC(=O)CCNS(=O)(=O)c2cccc(C(F)(F)F)c2)c1C ?
Pol eta inh: -5.4%; POLK inh: -22.8%; POLI inh: -0.9%; G9a block: -6.2%[2.33 µM]; APE1 inh: 18.8%; BAZ2B inh: -21.0%

How did CC1CCC(C(C)C)C(OC(=O)COC(=O)c2ccc(=O)[nH]c2)C1 (stereo unspecified) do in these assays?
Apoferritin bind: inconclusive; BLM inh: -8.1%; Pol eta inh: -9.7%; POLK inh: -11.3%; POLI inh: 9.0%; Pol beta inh: 0.2%; G9a block: -42.9%; APE1 inh: -3.8%; BAZ2B inh: -9.7%

What do the screens show for `Cc1c(NC(=O)C(C)OC(=O)CNC(=O)c2ccccc2)c(=O)n(-c2ccccc2)n1C` (stereo unspecified)?
Apoferritin bind: -7.3%; BLM inh: -0.6%; Pol eta inh: 6.4%; POLK inh: -11.6%; POLI inh: 18.4%; Pol beta inh: 1.9%; G9a block: -2.8%[59 µM]; APE1 inh: 1.3%; BAZ2B inh: 5.2%

How did CCOC(=S)N/C(=N\S(=O)(=O)c1ccccc1)c1ccccc1 do in these assays?
Apoferritin bind: -8.3%; BLM inh: 1.9%; Pol eta inh: -5.5%; POLK inh: 10.2%; POLI inh: -6.5%; Pol beta inh: -3.4%; G9a block: 10µM*; APE1 inh: 0.9%; BAZ2B inh: 11.0%

Results for Cc1ccc(SCc2nc(N)nc(Nc3ccccc3C)n2)cc1C ?
Apoferritin bind: -6.8%; BLM inh: -10.2%; Pol eta inh: -20.6%; POLK inh: 6.8%; POLI inh: -18.9%; Pol beta inh: -23.4%; G9a block: -10.1%[59 µM]; APE1 inh: -8.6%; BAZ2B inh: -23.5%

What do the screens show for `COC(=O)c1cc(C)ccc1OCc1ccc([N+](=O)[O-])cc1`?
Apoferritin bind: 6.0%; BLM inh: -1.0%; Pol eta inh: -8.1%; POLK inh: -14.1%; POLI inh: 4.2%[58.9 µM]; Pol beta inh: 5.4%; APE1 inh: 0.0%; BAZ2B inh: -0.6%

Results for CCCNC(=O)c1c(N)n(-c2cccc(OC)c2)c2nc3ccccc3nc12 ?
Apoferritin bind: 35.0%[activator]; BLM inh: -19.4%; Pol eta inh: inconclusive; POLK inh: -13.7%; POLI inh: 4.5%; Pol beta inh: 1.3%; G9a block: 56.0%[activator][59 µM]; APE1 inh: -3.0%; BAZ2B inh: 31.0%[activator]

How did COc1cccc(N2C(=O)C3CCCN3C2c2ccc(N(C)C)cc2)c1 (stereo unspecified) do in these assays?
Apoferritin bind: inconclusive; BLM inh: -0.5%; Pol eta inh: -6.6%; POLK inh: -4.4%; POLI inh: -9.1%; Pol beta inh: 31.1%; G9a block: inconclusive; APE1 inh: 13.2%; BAZ2B inh: 11.3%

How did Cn1c(=O)c2ncn(CC(=O)NC3CCCCCC3)c2n(C)c1=O do in these assays?
Apoferritin bind: -8.6%; BLM inh: 0.1%; Pol eta inh: 9.4%; POLK inh: -2.9%; POLI inh: 7.4%; Pol beta inh: 16.2%; G9a block: 14.1µM*; APE1 inh: -2.0%; BAZ2B inh: -3.6%

How did COc1ccc(-c2nc3sc(CCNC(=O)Cc4ccccc4)c(C)n3n2)cc1 do in these assays?
Apoferritin bind: 32.0%[activator]; BLM inh: 1.9%; Pol eta inh: -2.6%; POLK inh: -10.8%[60.1 µM]; POLI inh: 6.7%; Pol beta inh: 2.3%; G9a block: 3.55µM*; BAZ2B inh: 0.1%

Results for CC(=O)Nc1ccc(NC(=O)C(C)OC(=O)/C(C#N)=C/c2ccc(N(C)C)cc2)cc1 (stereo unspecified) ?
Pol eta inh: inconclusive; POLK inh: -4.0%; POLI inh: inconclusive; G9a block: inconclusive; APE1 inh: -26.6%; BAZ2B inh: -5.0%

Results for CCNc1c(NC(=O)c2ccc3c(c2)OCO3)c(=O)oc2ccccc12 ?
Apoferritin bind: -3.7%; BLM inh: -2.7%; Pol eta inh: -6.7%; POLK inh: -20.7%; POLI inh: 8.2%; Pol beta inh: 14.5%; G9a block: 3.8%[59 µM]; APE1 inh: -2.3%; BAZ2B inh: -4.9%

Results for COc1ccccc1Nc1ccc(N)cc1 ?
Apoferritin bind: -16.3%; BLM inh: -7.4%; Pol eta inh: -3.6%; POLK inh: -4.6%; POLI inh: 20.8%; Pol beta inh: -8.8%; G9a block: 12.6µM*; APE1 inh: -8.9%; BAZ2B inh: 28.2µM*

What do the screens show for `CCOC(=O)N1CCN(C(=O)c2ccc3c(c2)N(CC)CCS3)CC1`?
Apoferritin bind: 49.3%[activator]; BLM inh: -2.0%; Pol eta inh: -12.3%; POLK inh: 0.4%; POLI inh: 12.3%; Pol beta inh: -0.7%; G9a block: 35.5µM*; APE1 inh: -3.3%; BAZ2B inh: -7.3%

What do the screens show for `C=CCn1c(SCC(=O)Nc2sc(C)c(C)c2C(=O)OCC)nnc1-c1sc(N)nc1C`?
Apoferritin bind: -13.2%; BLM inh: 0.9%; Pol eta inh: -5.3%; POLK inh: -15.9%; POLI inh: 6.2%; Pol beta inh: -3.1%; G9a block: inconclusive; APE1 inh: -2.9%; BAZ2B inh: inconclusive
